GRIN3A LBD mod – binders of NR3A ligand-binding domain, primary screen, biophysical, differential scanning fluorimetry, uHTS. NR3A LBD differential scanning fluorimetry, Tm shift; 0% = protein alone, 100% = glycine-bound protein. Tm shift relative to glycine control, % at 25 µM. actives 2.5% (n = 340,000). AID 1259313, 2017;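 active = melting temperature shift of at least 10% of the positive control shift, at one fixed dose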
tim10-1 inh – growth inhibitors of tim10-1 mutant yeast, primary screen, luminescence, uHTS. S. cerevisiae tim10-1 ts strain growth, BacTiter-Glo, 24 h. inhibition, % at 20 µM. actives 2.2% (n = 330,000);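 active = inhibition of at least 40%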;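 also: mutant grown at 25 °C; 0% = DMSO wells with yeast and 100% = wells holding no yeast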
Mdm2-MdmX inh – inhibitors of human Mdm2-MdmX association, primary screen, cell-based, luminescence, split luciferase, SaOS-2, uHTS; inhibition, % at 8 µM; Protein Mdm4 (Homo sapiens) + E3 ubiquitin-protein ligase Mdm2 (Homo sapiens), …; actives 3% (n = 330,000); SaOS-2 split-luciferase Mdm2/MdmX complementation;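 active = inhibition of at least 50% at 8 µM in the primary screen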
XBP1 UPR activ – activators of adaptive XBP1 UPR arm, primary screen, cell-based, CHO-XBP1 luciferase reporter, luminescence, uHTS; IRE1-XBP1 UPR activation; percent of tunicamycin response, DMSO as zero; actives 0.33% (n = 330,000); activation, % at 20 µM; AID 463104, 2010;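 active = versus positive control, 20 µM dose yields 30% or more activation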;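 also: 100% = tunicamycin at 10 µg/mL and 0% = DMSO only wells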
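Material: CHO-XBP1 cells stably carrying IRE1-XBP1-driven luciferase reporter | Medium: F12 with 10% serum | Compound dosing: 20 µM single concentration, DMSO 1% | Incubation: Overnight seeding at 37 °C, 6 h compound treatment at 37 °C | Detection: Steady-Glo luminescence read | Read-out basis: % activation of reporter signal versus tunicamycin and DMSO controls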
UPR CHOP act – activators of apoptotic CHOP UPR arm, primary screen, cell-based, CHO-CHOP luciferase reporter, luminescence, uHTS; UPR activation; percent of tunicamycin response over DMSO baseline; activation, % at 10 µM; actives 0.34% (n = 330,000); AID 449763, 2010;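 active = at 10 µM dose, activation of 40% or more, normalized to positive control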;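 also: 100% = tunicamycin at 10 µg/mL and 0% = DMSO alone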
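Material: CHO-CHOP cells, stable luciferase reporter of PERK-eIF2a-CHOP signalling; quantity: 500 reporter cells seeded per well; buffer or medium: F12 medium containing 10% fetal bovine serum; compound: one dose, 10 µM in 0.5% DMSO; incubation: 6 h compound treatment, 37 °C; measured by: Steady-Glo luciferase luminescence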
NLRP3 yeast inh – NALP3 inflammasome inhibitors in reconstituted yeast, primary screen, luminescence, uHTS | inhibition, % at 10 µM | actives 0.39% (n = 330,000) | Yeast reconstituted NLRP3/ASC/caspase-1, beta-gal luminescence, 24 h | AID 2825, 2010;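 active = inhibition of 50% or more; inactive = inhibition below 50%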;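 also: plate controls were induced DMSO wells for no effect and uninduced yeast grown without galactose for full effect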
APJ ag – agonists of human apelin receptor APJ, primary screen, CHO-K1 cells, PathHunter beta-arrestin, luminescence. actives 0.11% (n = 330,000). AID 2520, 2010. P35414. 0% DMSO wells, 100% apelin. activation, % at 20 µM;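 active = activation more than six SD over the plate average, tested at 20 µM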;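 also: 0% = DMSO alone and 100% = apelin-13 at 10 nM; some results filed as inactive read as strong as hits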
Target sequence (P35414 whole entry, looked up): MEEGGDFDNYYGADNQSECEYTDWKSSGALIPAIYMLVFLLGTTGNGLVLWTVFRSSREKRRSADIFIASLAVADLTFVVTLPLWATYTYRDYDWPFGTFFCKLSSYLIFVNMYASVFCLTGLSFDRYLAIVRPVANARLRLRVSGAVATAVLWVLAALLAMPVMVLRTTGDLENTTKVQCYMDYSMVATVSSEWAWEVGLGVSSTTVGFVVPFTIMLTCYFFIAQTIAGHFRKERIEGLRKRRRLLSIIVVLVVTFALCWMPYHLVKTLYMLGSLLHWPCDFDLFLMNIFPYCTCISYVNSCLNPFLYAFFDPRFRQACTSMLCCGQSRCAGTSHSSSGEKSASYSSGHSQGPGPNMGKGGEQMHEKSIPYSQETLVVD
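Material: CHO-K1 APJ beta-arrestin complementation cell line; Input: cell density 1000 per well; Incubation: compound stimulation 90 min at 25 °C, detection 60 min; Signal: luminescence from split beta-galactosidase complementation, Galacton Star/Emerald II substrate; Controls: DMSO-only wells as negative, 10 nM Apelin-13 as positive control.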
tim23-1 inh – growth inhibitors of tim23-1 mutant yeast, primary screen, luminescence, uHTS; inhibition, % at 20 µM; S. cerevisiae tim23-1 growth, BacTiter-Glo luminescence, 24 h; actives 1.3% (n = 330,000);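 active = growth inhibition of the mutant yeast at or above 50%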;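 also: temperature-sensitive mutant grown at 25 °C; plate controls were DMSO-treated mutant yeast for no effect and medium wells lacking yeast for full effect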
TIM10 inh – growth inhibitors of isogenic TIM10 control yeast, primary screen, counter-screen for tim10-1 yeast inhibitor project, luminescence, uHTS; S. cerevisiae TIM10 strain growth, BacTiter-Glo luminescence, 24 h; inhibition, % at 10 µM; actives 1.4% (n = 330,000);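 active = inhibition of 40% or more at the single tested concentration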;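 also: wild-type TIM10 isogenic control strain grown at permissive 25 °C; 0% = DMSO yeast wells and 100% = minimal medium wells without yeast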
* = called active by the depositor.

compound	GRIN3A LBD mod	tim10-1 inh	Mdm2-MdmX inh	XBP1 UPR activ	UPR CHOP act	NLRP3 yeast inh	APJ ag	tim23-1 inh	TIM10 inh
CCc1ccc(/C=N/NC(=O)c2cc(C3CC3)nc3ccccc23)s1	-12.4	17.5	40.8	3.1	-1.0	3.3	0.7	6.0	12.2
CC(=O)c1ccc(NC(=O)NC2CCCc3ccccc32)cc1 (stereo not drawn)	-6.3	5.4	28.8	-3.8	2.6	3.1	0.8	17.1	-3.8
O=C(c1cccc(F)c1)N1CCC(N2CCOCC2)CC1	-3.1	-0.7	15.7	1.2	-2.5	15.7	-3.3	-1.2	4.4
O=C(O)CN(c1ccccn1)S(=O)(=O)c1ccc(Cl)cc1	0.0	12.2	10.1	0.4	-0.2	5.7	-1.7	-1.2	1.4
COc1ccc(-c2cnnn2-c2ccc(NC(=O)c3ccc(S(=O)(=O)N4CCCCC4)cc3)cc2)cc1	-0.3	-7.3	24.8	-1.7	0.6	11.8	-0.8	12.3	6.8
O=C(O)CSc1nnc(-c2cccnc2)n1Cc1ccccc1	-0.7	-1.0	-8.1	4.9	-2.4	-0.2	2.6	-4.2	-2.3
CCCc1cc(=O)[nH]c(SCC(=O)Nc2ccc([N+](=O)[O-])cc2C#N)n1	-1.2	5.2	2.5	0.9	1.7	0.5	-4.9	-0.1	-10.4
O=C(CN1CCC(C(=O)c2ccc3c(c2)OCCO3)CC1)NCc1ccc(F)cc1	4.7	5.0	13.5	1.0	-1.3	8.5	-4.4	-0.8	5.9
Cc1ncc(CO)c(/C=N/N=C/c2ccccc2O)c1O	-2.8	7.3	-5.3	1.2	2.7	12.9	0.7	10.8	9.5
CN(CC1CCCO1)S(=O)(=O)c1ccc(C(=O)Nc2ccc(F)cc2)cc1 (stereo not drawn)	1.9	7.5	14.6	-4.6	2.3	3.6	-6.5	11.8	4.0
O=C(COC(=O)COc1ccc2c(c1)CCC2)Nc1ccccc1	-1.8	-10.4	-26.1	1.6	2.5	-0.3	1.5	5.4	2.1
Cc1nc2ccccc2c(=O)n1NC(=O)c1ccccc1Cl	-5.3	1.5	-6.9	-3.4	-1.3	11.7	0.1	-0.9	-4.4
O=C(CSc1ccc2nnc(-c3cccnc3)n2n1)Nc1cccc(F)c1	1.7	8.4	-12.8	-2.2	-2.3	14.2	-1.6	10.4	20.1
Cc1cc(C)n(-c2ccc(C(C)C)cc2)c(=O)c1C#N	-1.5	18.4	-4.6	1.8	-1.7	8.1	-4.7	10.1	1.2
COc1ccc(C2=NOC(Cn3nc(-c4ccccc4)cc3C(=O)O)C2)cc1 (stereo not drawn)	0.5	-5.6	10.7	1.1	1.8	23.8	-0.3	0.2	-11.7
CCn1c(=N)c(C(=O)NCCCOC)cc2c(=O)n3cccc(C)c3nc21	2.2	5.1	24.2	-0.7	-2.1	-0.8	-5.3	4.6	-6.7
COc1ccc2c(c1)c1nc(SCC(C)C)n(CCO)c(=O)c1n2C	3.1	0.3	14.1	1.9	1.1	-3.2	-1.2	9.4	5.3
COc1ccccc1NC(=O)C/C(N)=N/O	0.7	6.7	2.5	0.0	1.4	5.7	-1.7	5.0	9.4
O=[N+]([O-])c1ccc2ncnc(Nc3ccc4c(c3)OCCO4)c2c1	-2.9	15.6	56.3*	-4.2	0.1	-3.1	-0.6	13.0	4.5
CNC(=O)Cn1c(C)cc(=O)c2cccc(C)c21	-0.9	-2.5	11.3	1.0	-0.8	18.1	-0.4	12.8	6.8
CCN1CCN(CCNC(=O)c2ccc(CS(=O)c3ccc(Br)cc3)o2)CC1 (stereo not drawn)	1.5	3.1	24.2	-8.0	1.0	18.4	3.0	-8.6	2.4
CCc1ccc(N(CC(=O)NCCc2ccccc2)C(=O)CCC(=O)Nc2ccccn2)cc1	-2.5	-10.6	21.8	-1.2	-0.5	11.8	-0.3	7.4	13.7
COc1cccc(-c2nnc(SCC(=O)Nc3cc(C)on3)n2C)c1	-2.8	6.6	-14.2	0.5	2.4	0.4	-7.0	16.8	11.1
Cc1cccc(C2c3[nH]c4ccccc4c3CCN2C(=O)CN2CCOC2=O)n1 (stereo not drawn)	0.8	5.0	-5.9	2.0	-1.4	8.4	-2.4	5.7	5.9
O=C(Cc1ccccc1)NNC(=O)Nc1cccc(Cl)c1	2.8	-4.5	17.4	-0.2	0.3	-1.1	0.7	51.3*	8.8

Rewritten with each value named: part of the list above
Structure: Cc1cc(C)n(-c2ccc(C(C)C)cc2)c(=O)c1C#N
  GRIN3A LBD mod: -1.5 | tim10-1 inh: 18.4 | Mdm2-MdmX inh: -4.6 | XBP1 UPR activ: 1.8 | UPR CHOP act: -1.7 | NLRP3 yeast inh: 8.1 | APJ ag: -4.7 | tim23-1 inh: 10.1 | TIM10 inh: 1.2
Structure: COc1ccc(C2=NOC(Cn3nc(-c4ccccc4)cc3C(=O)O)C2)cc1 (stereo not drawn)
  GRIN3A LBD mod: 0.5 | tim10-1 inh: -5.6 | Mdm2-MdmX inh: 10.7 | XBP1 UPR activ: 1.1 | UPR CHOP act: 1.8 | NLRP3 yeast inh: 23.8 | APJ ag: -0.3 | tim23-1 inh: 0.2 | TIM10 inh: -11.7

Other results follow.
compound	GRIN3A LBD mod	tim10-1 inh	Mdm2-MdmX inh	XBP1 UPR activ	UPR CHOP act	NLRP3 yeast inh	APJ ag	tim23-1 inh	TIM10 inh
O=S(=O)(Nc1ccc(Oc2ncccn2)c(Cl)c1)c1ccc(F)cc1	4.5	15.3	29.8	0.1	-1.0	5.5	-2.7	8.8	6.4
COc1ccccc1N1CCN(C(=O)C2CCCCN2S(=O)(=O)c2ccc(C)cc2)CC1 (stereo not drawn)	-0.7	12.1	-16.3	-1.8	-0.1	17.1	-1.5	25.0	19.3
COc1cc(-c2nc(C)c(C(C)=O)n2O)ccc1OCC(=O)Nc1ccc(F)cc1	-0.6	14.5	14.2	-0.9	2.2	11.9	-1.7	13.6	8.7
CCn1c(Cc2ccccc2)nnc1SCC(=O)Nc1ccc2c(c1)OCO2	0.0	6.1	1.4	2.4	0.2	7.0	-3.6	6.0	-14.0
CCc1sc(NC(=O)CN2CCC(C(N)=O)CC2)nc1-c1ccccc1	-2.2	2.2	28.1	-3.1	1.9	10.6	-3.4	2.8	-2.8
NS(=O)(=O)c1ccc(NC(=O)/C=C/c2ccco2)cc1	-4.5	5.0	3.6	-0.6	2.1	17.0	1.1	5.6	1.9
CCOC(=O)C1CCCN(C(=O)CN2C(=O)COc3ccc(C(C)(C)C)cc32)C1 (stereo not drawn)	-0.8	30.3	-20.7	5.1	1.7	23.8	-0.6	31.2	22.6
COc1ccc(-c2cc(C3CCN(C(=O)OC(C)(C)C)CC3)[nH]n2)cc1	-0.9	44.5*	33.6	-2.1	0.0	4.8	-1.9	39.5	34.4
O=C(NC1CCS(=O)(=O)C1)c1cccs1 (stereo not drawn)	-0.4	-1.0	6.1	-1.7	-1.3	-2.8	-1.9	4.6	-12.5
CC(=O)c1ccc(S(=O)(=O)Nc2ccc(C(=O)N(C)CC(=O)Nc3cccc(C)c3C)cc2)cc1	-0.3	-4.5	-26.0	0.1	-1.9	9.9	-1.2	-5.5	-1.6
COc1ccccc1C(=O)N/C(=C\c1ccc(Br)cc1)C(=O)N1CCCC1	-0.1	13.0	-7.8	-0.1	1.1	10.6	2.8	21.3	14.3
CCN1C(=O)C(O)(CC(=O)c2ccc3c(c2)OCCO3)c2ccccc21 (stereo not drawn)	-0.2	15.8	12.6	-1.4	0.5	14.8	5.3	8.7	11.4
COc1cc(CN(C)Cc2nc3cc(C(F)(F)F)ccc3c(=O)[nH]2)ccc1OC(F)F	0.5	1.9	-32.6	-1.6	-0.8	4.5	1.4	21.4	17.5
CCOC(=O)C1=C(CN2CCN(C(=O)OCC)CC2)NC(=O)NC1c1ccc2c(c1)OCO2 (stereo not drawn)	2.1	2.3	-1.8	-2.7	0.7	-8.5	-1.6	1.5	8.6
Nc1nc(NCCOCCO)nc(NCC2CCCO2)c1[N+](=O)[O-] (stereo not drawn)	-0.4	7.8	-3.0	-1.6	1.5	14.8	0.7	6.7	16.8
COc1ccc(-c2cc(C(F)(F)F)nc(N3CCOCC3)n2)cc1OC	-3.5	12.8	24.6	3.1	-1.3	-0.4	-4.6	-9.2	5.7
CC(=O)NC(CC(=O)c1ccc([N+](=O)[O-])cc1)C(Cl)(Cl)Cl (stereo not drawn)	-3.5	9.4	13.3	-1.4	-1.0	9.5	-1.4	10.1	-1.0
COc1cccc(OC)c1OCCNCC1COc2ccccc2O1 (stereo not drawn)	-0.8	1.3	-0.8	-3.0	-2.6	24.1	-7.5	9.2	0.0
CCCc1nnc(SCC(=O)N2CCCC2)n1CC1CCCO1 (stereo not drawn)	-1.5	16.2	15.2	-2.4	-1.2	3.5	1.5	3.5	-10.6
Nc1ccnn1Cc1ccncc1	-0.7	3.8	4.4	-3.4	0.2	21.7	-1.7	6.3	3.9
COC(=O)c1cccc(NC2CC(=O)N(c3ccc(OC)c(OC)c3)C2=O)c1 (stereo not drawn)	0.0	7.7	0.8	0.8	0.4	-4.5	-0.2	3.5	5.1
C=CCOC(=O)C1=C[C@H](C2CCCCC2)[C@@H](CCCO)[C@H](OCC)O1	0.5	29.7	20.3	-2.5	0.7	-1.0	-0.6	27.2	19.7
CCCn1c(SCC(=O)Nc2cccc(C)n2)nnc1C(C)C	-0.2	22.3	-16.1	-1.9	-0.8	26.4	-0.4	17.5	-4.0
COCc1ccc(C(=O)N2CCCC(N(C)CCc3ccc(OC)c(OC)c3)C2)s1 (stereo not drawn)	14.4*	-2.9	34.7	-5.1	0.2	4.3	-7.1	10.0	-5.3
Cn1c(-c2ccccc2)nc2cnccc21	0.1	-7.8	22.0	3.7	-1.9	1.5	-2.0	-6.2	-5.2
CC1(C)CC(=O)C(C2=NC(C)(C)Cc3ccccc32)=C(O)C1	0.6	4.7	-10.5	-2.4	-0.6	-5.2	-3.4	20.6	-19.9
COc1ccc(NC(=S)N2CCN(c3ccccn3)CC2)cc1OC	-6.3	4.1	-20.4	-2.1	7.3	6.9	-0.1	-8.2	-2.7
CC(C)CCNC(=O)CCn1nc(-c2ccc(Cl)cc2)ccc1=O	-1.7	27.8	-3.4	-0.5	0.1	11.9	-2.6	18.6	-4.4
CCCCOc1cccc(C(=O)Nc2ccc(S(=O)(=O)Nc3cc(C)on3)cc2)c1	-17.4	-13.0	4.4	-0.6	1.5	-3.4	-1.5	-5.2	11.9

GRIN3A LBD mod, what is marked active above
| SMILES | GRIN3A LBD mod | Mdm2-MdmX inh | NLRP3 yeast inh | APJ ag |
| --- | --- | --- | --- | --- |
| COCc1ccc(C(=O)N2CCCC(N(C)CCc3ccc(OC)c(OC)c3)C2)s1 (stereo not drawn) | 14.4* | 34.7 | 4.3 | -7.1 |

High-throughput results deposited in PubChem BioAssay by Sanford-Burnham Center for Chemical Genomics.

Outcome played no part in choosing rows (roughly 8.2% active in at least one column).
